# All columns: NCI-60 one-dose screen, growth in % after 48 h at 10 µM unless noted; 100 = growth as untreated, 0 = no growth, -100 = all killed.
# HS 578T: HS 578T breast cancer. AID 1794788. 78,000 compounds, 4.1% hits
# MALME-3M: MALME-3M melanoma; 78,000 compounds, 5.8% hits; AID 1794766
# SK-MEL-28: SK-MEL-28 melanoma. 81,000 compounds, 4.1% hits
# UACC-257: UACC-257 melanoma; 78,000 compounds, 4.4% hits; AID 1794764
# T-47D: T-47D breast cancer; 79,000 compounds, 5% hits
# SK-MEL-2: SK-MEL-2 melanoma | 77,000 compounds, 4.7% hits
# BT-549: BT-549 breast cancer | 78,000 compounds, 4.4% hits | AID 1794793
# UACC-62: UACC-62 melanoma | 81,000 compounds, 5.4% hits | AID 1794756
# Starred values were filed as active, the others as inactive; x = not tested or not shown; [ ] = remark or other dose. The calls were made as follows: active = growth percent below 10; inactive = the rest.
1: COC(=O)c1ccc(-n2cc(CCCNC(=O)c3ccc(C)cc3)nn2)cc1
2: Cc1nn(-c2ccccc2)c(N2CCCC2)c1-c1nc2ccc(C(=O)NN=Cc3cccc(O)c3)cc2[nH]1
3: CCN1CCN(C(=O)[C@]23CCC(C)(C)C[C@H]2C2=CC[C@@H]4[C@@]5(C)C/C(=C/c6ccco6)C(=O)C(C)(C)[C@@H]5CC[C@@]4(C)[C@]2(C)CC3)CC1
4: CCCCc1nc(Cl)c(C2CC(c3ccc(Cl)cc3)=NN2c2cc(Cl)cc(Cl)c2)[nH]1 (centres undefined)
5: Cc1ccc2nc(COc3ccc(C(=O)NN4C(=O)c5c(Cl)c(Cl)c(Cl)c(Cl)c5C4=O)cc3)[nH]c2c1
6: COc1ccc(NC(=O)Nc2ccc(OCCCCCC(=O)NO)cc2)cc1
7: CC12CCC(O)CC1=CCC1C2CCC2(C)C3=NN=CC3CC12 (centres undefined)
8: Fc1cc(-c2nnc3n2NC(=Nc2ccc(Cl)cc2)CS3)c(Cl)cc1Cl
9: Cc1[nH]c(-c2nc3ccccc3[nH]2)c(C)c1C(=O)N[C@@H](C)c1ccccc1
10: COc1cccc(/C=N\NC(=O)CCCC(=O)N/N=C/c2cccc(OC)c2)c1

Assay by compound	1	2	3	4	5	6	7	8	9	10
HS 578T	100	x	85	60	105	94	96	89	91	97
MALME-3M	106	97	92	88	96	98	98	105	99	126
SK-MEL-28	106	108	89	100	108	103	103	99	95	107
UACC-257	108	118	83	95	94	73	103	93	89	111
T-47D	103	91	64	75	89	107	110	79	95	x
SK-MEL-2	107	131	101	96	111	80	118	88	100	116
BT-549	101	100	80	72	102	99	124	95	103	106
UACC-62	98	94	89	78	97	89	92	81	100	96

11: O=Cc1ccc2ccccc2c1
12: COc1ccc2c(c1)nc(NNC(=O)c1cnccn1)c1cccn12
13: Fc1cccc(Cn2cc(CSc3nc4ccccc4s3)nn2)c1
14: NS(=O)(=O)c1ccc(C(=O)N2N=C(c3ccc(F)cc3)CC2c2ccccc2)cc1 (centres undefined)
15: C[C@@H]1C(=O)O[C@H]2[C@H]1CC/C(COC(=O)OCCCCCOC(=O)OC/C1=C/CC[C@@]3(C)O[C@H]3[C@H]3OC(=O)[C@@H](C)[C@@H]3CC1)=C\CC[C@@]1(C)O[C@@H]21
16: O=C(/C=C/c1c[nH]c2ccc(Br)cc12)c1ccccc1
17: CCOC(=O)c1sc(Nc2nc(O)c(C3=c4cc(F)ccc4=NC3=O)s2)nc1C
18: CCN(CC)CCn1c(O)c(N=Nc2ccc(S(N)(=O)=O)cc2)c2ccccc21
19: c1ccc(C(Nc2cccnc2)c2ccccc2)cc1
20: COc1ccc(CSc2nc3ccc(Cl)cc3c(=O)n2-c2ccc(C)cc2)cc1

Assay by compound	11	12	13	14	15	16	17	18	19	20
HS 578T	97	78	96	93	96	127	102	103	105	99
MALME-3M	107	46	109	87	98	92	78	100	107	99
SK-MEL-28	114	25	102	107	103	110	109	110	101	101
UACC-257	100	26	118	104	93	80	102	99	103	x
T-47D	93	22	88	88	76	62	101	102	93	73
SK-MEL-2	116	65	97	99	106	97	104	103	103	114
BT-549	106	38	104	101	x	76	106	111	113	99
UACC-62	106	12	89	87	91	71	83	96	94	100

21: Cn1c2ccc(F)cc2c2n[nH]c(=O)nc21
22: N#C/C(=C/n1nc2cc(Cl)c(Cl)cc2n1)c1ccc([N+](=O)[O-])cc1
23: O=C(CC1Sc2ccccc2NC1=O)NNc1ccc(Cl)c(Cl)c1 (centres undefined)
24: COc1cc2c(cc1O)CCN1C[C@@H](CC(C)C)[C@H](O)C[C@H]21
25: Cc1ccc(NC(C(=O)c2ccccc2)c2ccccc2)cc1 (centres undefined)
26: Nc1cccc2c(=O)[nH][nH]c(=O)c12
27: COc1ccc(C(O)c2cc3c(N)c(C(=O)Nc4cccc(Br)c4C)sc3nc2C)cc1 (centres undefined)
28: C#CCOc1ccc(C(Nc2cc(C)cc(C)c2)c2nnnn2C2CCCCC2)cc1 (centres undefined)
29: O=C(Nc1ncc(Cc2ccccc2)s1)c1sc2ccccc2c1Cl
30: O=C(/C=C/c1cc(-c2ccc3c(c2)OCO3)n[nH]1)c1ccc2c(c1)OCO2

Assay by compound	21	22	23	24	25	26	27	28	29	30
HS 578T	92	92	x	110	33	95	22	88	14	95
MALME-3M	102	90	81	102	-2.0*	80	47	103	51	106
SK-MEL-28	110	109	111	117	53	123	65	103	59	109
UACC-257	99	85	109	86	11	x	48	96	55	96
T-47D	96	47	82	88	26	83	52	71	19	73
SK-MEL-2	108	89	100	103	36	x	9.3*	96	21	97
BT-549	100	85	102	99	42	91	42	87	62	88
UACC-62	110	70	91	97	39	89	27	73	12	97

31: O=[N+]([O-])c1cccc(C=Nc2ccccc2O)c1
32: Oc1c(I)cc(I)cc1CNCCN(Cc1ccccn1)Cc1ccccn1
33: c1ccc2[nH]c(-c3ccc(-c4nccc5c4[nH]c4ccccc45)cc3)nc2c1
34: COc1ccc2c(c1OC)C(=O)OC2C1c2c(c(COC(=O)C(CC(C)C)NC(=O)OC(C)(C)C)c3c(c2OC)OCO3)CCN1C (centres undefined)
35: CC(=O)OC1CC(C)=C2C(=O)C=C(C)[C@@H]2[C@H]2OC(=O)[C@H](C)[C@H]12 (some centres undefined)
36: Cc1c(C(=O)/C=C/Nc2ccc(C(=O)O)cc2)sc2nc3ccccc3n12
37: Nc1c(Br)cc2c(c1Br)Cc1cc([N+](=O)[O-])ccc1-2
38: CC1CCCC(C(=O)O)C1C(=O)O (centres undefined)
39: O=C(Oc1ccc(-c2ccccc2)cc1)c1ccccc1
40: COc1cccc(/C=N/NC(=O)c2ccncc2)c1

Assay by compound	31	32	33	34	35	36	37	38	39	40
HS 578T	106	-11*	74	110	104	110	104	95	108	x
MALME-3M	110	-62*	90	102	103	106	67	88	x	102
SK-MEL-28	118	-14*	61	102	101	109	113	111	121	x
UACC-257	92	-59*	82	103	93	107	93	81	103	100
T-47D	x	-36*	34	97	101	101	58	91	97	92
SK-MEL-2	90	-52*	47	115	104	112	109	93	109	100
BT-549	91	-34*	74	114	99	109	110	96	94	100
UACC-62	93	-14*	-24*	87	89	101	89	x	107	107

41: O=C(CBr)OCCCc1ccccc1
42: O=C1Nc2c3c(nn2N=Nc2ccccc21)CCCCC3
43: CCCCCCCCCc1ccc(OC(=O)CC)cc1
44: O=C(O)c1cn(C2CC2)c2cc(N3CCN(C(=O)CN4C(=O)S/C(=C/c5ccc(F)cc5)C4=O)CC3)c(F)cc2c1=O
45: COc1cc([C@@H](CCO)C[C@H](C)c2ccc3ccccc3c2)cc(OC)c1OC
46: COc1cc2cc(Oc3ccc(NC(=O)Nc4cc(C(F)(F)F)cc(C(F)(F)F)c4)cc3)c(C)nc2cc1OCCN(C)C
47: COc1ccccc1N=Cc1ccccc1
48: COc1ccc(CN2[C@H](C)C=C[C@H](C(C)C)N(Cc3ccccc3)S2(=O)=O)cc1
49: Nc1nn(-c2ccccc2)c2nc(=S)[nH]c(-c3ccccc3)c12
50: COc1cc(CC(=O)O)ccc1O

Assay by compound	41	42	43	44	45	46	47	48	49	50
HS 578T	x	116	95	106	22	101	x	119[1.25 µM]	103	109
MALME-3M	95	97	107	101	45	106	109	93[1.25 µM]	92	107
SK-MEL-28	102	108	103	108	62	110	106	x	102	120
UACC-257	108	106	103	115	61	103	115	84[1.25 µM]	103	96
T-47D	103	95	102	111	45	106	88	97[1.25 µM]	97	110
SK-MEL-2	x	116	105	123	16	113	102	103[1.25 µM]	104	116
BT-549	x	114	103	x	26	114	105	126[1.25 µM]	96	109
UACC-62	101	88	104	92	39	93	101	90[1.25 µM]	91	103

51: CC1(C)OC(=O)C(=Cc2ccc(Br)cc2)C(=O)O1
52: NS(=O)(=O)c1ccc(C(=O)NN2C(=O)c3cc(Cl)c(Cl)cc3C2=O)cc1
53: CSc1nnnn1-c1ccccc1
54: Clc1cn2cc(-c3ccc(Cl)c(Cl)c3Cl)nc2s1
55: OCC(O)C(O)C(O)C(/C=N/Nc1ccccc1)=N/Nc1ccccc1 (centres undefined)
56: CCN(CC)c1ccc(C(=O)O)cc1
57: CCOC(=O)C1[C@@H]2C(=O)N(c3ccccc3)C(=O)[C@@H]2[C@H](c2nc[nH]c2C)N1Cc1ccccc1 (some centres undefined)
58: O=C(/C=C(/C=C/c1ccc(F)c(F)c1F)OB(F)F)/C=C/c1ccc(F)c(F)c1F
59: CC(=O)c1ccc(Br)c([N+](=O)[O-])c1
60: Cc1cccc(Cl)c1NC(=O)CNC(C)(C)C

Assay by compound	51	52	53	54	55	56	57	58	59	60
HS 578T	88	94	94	104	80	x	103	92	91	114
MALME-3M	97	101	95	101	101	x	94	111	99	108
SK-MEL-28	114	116	113	x	103	115	104	102	118	109
UACC-257	92	97	112	112	104	108	92	94	111	108
T-47D	102	88	97	72	58	117	106	100	104	87
SK-MEL-2	111	100	106	101	121	x	99	111	102	83
BT-549	97	107	x	129	89	110	110	105	100	77
UACC-62	96	100	100	96	44	103	88	97	111	100

# Reprinted at random: two entries already listed, in no set order.
59: CC(=O)c1ccc(Br)c([N+](=O)[O-])c1
60: Cc1cccc(Cl)c1NC(=O)CNC(C)(C)C

Assay by compound	59	60
HS 578T	91	114
MALME-3M	99	108
SK-MEL-28	118	109
UACC-257	111	108
T-47D	104	87
SK-MEL-2	102	83
BT-549	100	77
UACC-62	111	100

# Other results.
61: Cn1c(=O)c2c(nc(Sc3nc(N)cc(=O)[nH]3)n2Cc2ccccc2)n(C)c1=O
62: CC(CN1CCN(CCOCCO)CC1)CN1c2ccccc2Sc2ccc(Cl)cc21 (centres undefined)
63: O=C(Nc1nc(-c2ccccc2)cc(-c2ccc(Cl)cc2)n1)c1cccnc1
64: C[n+]1c(/C=C/c2ccc([N+](=O)[O-])cc2)ccc2ccccc21
65: Clc1ccccc1C=Nc1ccc2c(c1)Cc1cccc(N=Cc3ccccc3Cl)c1-2
66: CC(=O)CC(C)(C)NC(=S)Nc1cccc2ccccc12
67: Cc1nc2ccccc2c(C(=O)O)c1-c1ccccc1
68: COc1ccc(/C=c2\[nH]c3nc4sc(C)c(C)c4c(=O)n3c2=O)cc1
69: Brc1ccc([I+]c2ccc(Br)cc2)cc1
70: O/N=C(\C=N\O)c1ccccc1

Assay by compound	61	62	63	64	65	66	67	68	69	70
HS 578T	100	61	99	100	108	94	101	108	70	90
MALME-3M	102	45	118	91	109	114	110	97	36	84
SK-MEL-28	111	49	110	121	112	104	105	99	-15*	102
UACC-257	109	-3.9*	111	106	112	105	112	x	27	95
T-47D	102	63	94	103	89	87	96	97	16	89
SK-MEL-2	101	81	119	103	114	x	109	x	x	117
BT-549	116	79	113	107	95	x	103	102	x	90
UACC-62	99	-43*	83	96	94	79	100	95	27	97

71: NC(=O)Nc1ncnc2c1cnn2-c1ccccc1
72: CC(=O)OC1=C(Br)CCc2ccccc21
73: CCOC(=O)c1cc2c(nc1OC)-c1cnn(-c3ccc(OC)cc3)c1CC2
74: CC(=O)Nc1cccc(C(=O)C2=Cc3cccn3Cc3cnnn32)c1

Assay by compound	71	72	73	74
HS 578T	101	92	99	95
MALME-3M	83	95	82	97
SK-MEL-28	97	106	73	102
UACC-257	89	100	86	93
T-47D	54	86	75	86
SK-MEL-2	92	96	81	87
BT-549	77	97	55	89
UACC-62	83	94	40	71

# Molecules shown so far that contain bromine:
16: O=C(/C=C/c1c[nH]c2ccc(Br)cc12)c1ccccc1
27: COc1ccc(C(O)c2cc3c(N)c(C(=O)Nc4cccc(Br)c4C)sc3nc2C)cc1 (centres undefined)
37: Nc1c(Br)cc2c(c1Br)Cc1cc([N+](=O)[O-])ccc1-2
41: O=C(CBr)OCCCc1ccccc1
51: CC1(C)OC(=O)C(=Cc2ccc(Br)cc2)C(=O)O1
59: CC(=O)c1ccc(Br)c([N+](=O)[O-])c1
69: Brc1ccc([I+]c2ccc(Br)cc2)cc1
72: CC(=O)OC1=C(Br)CCc2ccccc21

Assay by compound	16	27	37	41	51	59	69	72
HS 578T	127	22	104	x	88	91	70	92
MALME-3M	92	47	67	95	97	99	36	95
SK-MEL-28	110	65	113	102	114	118	-15*	106
UACC-257	80	48	93	108	92	111	27	100
T-47D	62	52	58	103	102	104	16	86
SK-MEL-2	97	9.3*	109	x	111	102	x	96
BT-549	76	42	110	x	97	100	x	97
UACC-62	71	27	89	101	96	111	27	94
